M4 ag: agonists of human muscarinic M4 receptor (CHRM4); P08173; CHO-K1 hM4/Gqi5, Fluo-8 calcium fluorescence; vehicle 0%, full acetylcholine response 100%; activation, % at 3 µM; actives 0.14% (n = 360,000);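 active = activation above the run mean over all test wells plus 3 SD, cut at about 32% in these data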;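 also: peak over basal fluorescence ratio per well then scaled between controls; 0% = DMSO wells and 100% = acetylcholine at EC100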
Target sequence (P08173 whole entry, looked up): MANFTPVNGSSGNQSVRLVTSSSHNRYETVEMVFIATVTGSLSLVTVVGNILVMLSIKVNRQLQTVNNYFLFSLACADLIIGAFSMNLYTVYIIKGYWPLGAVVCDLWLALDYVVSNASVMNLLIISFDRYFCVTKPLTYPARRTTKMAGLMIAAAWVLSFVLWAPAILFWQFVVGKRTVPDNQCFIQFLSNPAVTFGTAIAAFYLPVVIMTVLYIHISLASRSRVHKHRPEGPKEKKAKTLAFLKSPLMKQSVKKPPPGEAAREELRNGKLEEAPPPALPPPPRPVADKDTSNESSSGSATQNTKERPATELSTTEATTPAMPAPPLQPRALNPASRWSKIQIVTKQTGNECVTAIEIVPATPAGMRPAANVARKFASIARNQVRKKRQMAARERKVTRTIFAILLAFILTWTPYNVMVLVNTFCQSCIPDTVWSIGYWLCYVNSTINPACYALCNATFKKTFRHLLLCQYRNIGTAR
CHRM5 agonist: agonists of human muscarinic M5 receptor (CHRM5); AID 624037; actives 0.19% (n = 360,000); activation, % at 3 µM; CHO-K1 hM5 cells, Fluo-8 calcium fluorescence; 0% DMSO wells, 100% maximal acetylcholine response; P08912;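 active = activation above the run's mean over test compounds plus 3 SD, cut at about 23% in these data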;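 also: signal is peak over basal fluorescence ratio across the kinetic read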
Target sequence (P08912 whole entry, looked up): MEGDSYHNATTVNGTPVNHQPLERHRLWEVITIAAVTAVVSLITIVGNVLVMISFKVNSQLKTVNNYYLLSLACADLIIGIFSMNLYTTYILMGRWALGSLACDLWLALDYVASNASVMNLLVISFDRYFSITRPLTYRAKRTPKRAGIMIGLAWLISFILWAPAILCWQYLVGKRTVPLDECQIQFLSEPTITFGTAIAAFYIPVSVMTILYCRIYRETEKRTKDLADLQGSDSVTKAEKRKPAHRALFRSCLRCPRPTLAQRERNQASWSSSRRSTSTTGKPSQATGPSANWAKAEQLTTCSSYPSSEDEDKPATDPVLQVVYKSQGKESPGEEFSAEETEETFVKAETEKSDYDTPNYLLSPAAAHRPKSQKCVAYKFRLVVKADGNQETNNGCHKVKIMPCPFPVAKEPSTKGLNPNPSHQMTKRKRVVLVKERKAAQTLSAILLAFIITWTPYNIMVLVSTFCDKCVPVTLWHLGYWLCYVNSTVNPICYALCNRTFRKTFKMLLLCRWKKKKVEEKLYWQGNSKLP
M5 antag: antagonists of human muscarinic M5 receptor (CHRM5) | CHO-hM5 cells, Fluo-8 calcium fluorescence, ACh EC80 | actives 0.59% (n = 360,000) | P08912 | AID 624040 | inhibition, % at 3 µM;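 active = inhibition above a per-plate cutoff, the mean of that plate's test compounds plus 3 SD, cut at about 27% in these data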;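 also: 0% = acetylcholine EC80 with DMSO and 100% = DMSO without agonist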
CRFR2-BP ag: agonists of human CRF-binding protein/CRF-R2 receptor complex; activation, % at 13.2 µM; HEK293 CRF-R2/CRF-BP, calcium dye fluorescence (FLIPR); percent of saturating CRF peptide response; actives 0.46% (n = 350,000); AID 588473;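 active = activation of at least 50%, plus an integration ratio under a set limit after plate pattern correction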;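 also: plate controls were neutral control wells without compound for no effect and CRF at EC100 for full effect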
CRFR2-BP antag: antagonists of CRF-binding protein/CRF-R2 receptor complex | HEK293 CRF-R2/CRF-BP, CRF-induced calcium fluorescence | inhibition, % at 11.8 µM | actives 0.59% (n = 350,000) | AID 588475;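 active = inhibition of the ligand-induced calcium signal above about 50% at the single tested concentration, limit read from the data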
M1 PAM: potentiates human M1 receptor response to acetylcholine. P11229. activation, % at 3 µM. actives 0.088% (n = 360,000). CHO-K1 hM1, Fluo-8 calcium fluorescence, ACh EC20; 0% = ACh EC20, 100% = maximal ACh; in the data active = activation above about 19%, passing the limit was not always enough
CHRM5 PAM: CHRM5 positive allosteric modulation. activation, % at 3 µM. CHO-K1 hM5, Fluo-8 calcium, ACh EC20 PAM; 0% = ACh EC20, 100% = ACh EC100. AID 624038. actives 0.3% (n = 360,000). P08912;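 active = activation above the run cutoff, the mean activation of all test compounds plus 3 SD, cut at about 18% in these data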
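Measured by: Fluo-8 calcium fluorescence; material: human M5 receptor in CHO-K1 cells; schedule: Post-acetylcholine fluorescence recording 140 s; benchmarks: low control EC20 acetylcholine (0%), high control EC100 acetylcholine (100%); read-out: Max/basal fluorescence ratio as % of EC20–EC100 ACh window; compound: single dose, 3 µM nominal final test concentration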
CHRM4 PAM: CHRM4 positive allosteric modulation | P08173 | CHO-K1 hM4/Gqi5, Fluo-8 calcium fluorescence, ACh EC20; 0% = ACh EC20, 100% = maximal ACh | activation, % at 3 µM | actives 0.4% (n = 360,000) | AID 624126;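 active = activation above its plate's cutoff, the mean activation of sample wells plus 3 SD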; also: some results filed as inactive read as strong as hits
M4 antag: antagonists of human muscarinic M4 receptor (CHRM4); CHO-hM4 cells, ACh EC80, Fluo-8 calcium fluorescence; inhibition, % at 3 µM; actives 0.73% (n = 360,000); AID 624125;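 active = inhibition above its plate's cutoff, the mean inhibition of sample wells plus 3 SD, cut at about 27% in these data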;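 also: 0% = acetylcholine EC80 with DMSO and 100% = DMSO without agonist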
Numbers without * were called inactive; x = no result given.

M4 ag	CHRM5 agonist	M5 antag	structure	CRFR2-BP ag	CRFR2-BP antag	M1 PAM	CHRM5 PAM	CHRM4 PAM	M4 antag
1	-2	5	CCC1CCC/C1=N\NC(=O)CCC(=O)Nc1ccccc1Cl (configuration not stated)	-2.0	13	-9	-4	-7	8
3	-3	2	O=C(NS(=O)(=O)Oc1cccc(Cl)c1Cl)OC[C@@H]1CCCN2CCCCC12 (some centres not stated)	-0.2	-7	10	-1	1	-1
0	-3	7	NS(=O)(=O)c1ccc(NC(=O)/C=C/c2ccccc2[N+](=O)[O-])cc1	-0.4	11	5	1	-6	12
2	3	3	O=C(O/N=C(/c1ccccc1)c1ccncc1)c1cccc(F)c1	-0.2	-25	6	1	0	-1
0	-1	12	CCCCN1CC(COCc2ccccc2)Oc2cccc(N3CCCC3)c2S1(=O)=O (configuration not stated)	2.7	-11	2	-10	3	-10
1	5	-20	Cc1ccc(S(=O)(=O)Oc2ccc(/C=C(/NC(=O)c3ccccc3)C(=O)NCCC(=O)O)cc2)cc1	-0.4	14	10	14	6	-5
-1	-4	-8	CCCCn1nnnc1C(c1ccccc1)N1CCN(CCN2CCOCC2)CC1 (configuration not stated)	x	x	x	-1	7	-8
1	-3	-11	CCOc1ccc(C(=O)NC(=S)Nc2ccccc2N2CCCCC2)cc1[N+](=O)[O-]	11	-13	-2	-4	5	-2
1	-2	-8	Cc1cc(C)c(-c2noc(C(=O)OC(C)(C)C)c2C(=O)OC(C)(C)C)c(C)c1	-0.8	-11	3	0	9	-7
1	-2	-4	O=C(Nc1cccc2cccnc12)c1ccc2sc([C@@H]3O[C@H](CO)[C@H](O)[C@H](O)[C@H]3O)nc2c1	x	x	16	8	12	-14
-1	-2	-9	O=C(CN1CCCCCC1)Nc1ccc(Br)cc1[N+](=O)[O-]	-2.2	-34	8	4	0	-5
0	-2	-2	O=C(CC1OC(=O)c2ccccc21)NC1CCCCC1 (configuration not stated)	0.4	8	4	7	12	6
12	3	9	Cn1c(=O)c2cc(NC(=S)NCc3ccccc3F)ccc2n1Cc1ccc(F)cc1	x	x	-9	-5	-3	-8
9	7	3	CC(C)Cn1c(N)c(C(=O)COC(=O)c2cccnc2Cl)c(=O)n(C)c1=O	-0.4	12	7	-1	-3	3
1	-1	-11	O=C(Cn1cnnn1)Nc1cccc(S(=O)(=O)N2CCCCC2)c1	-0.6	4	13	11	-3	-6
3	0	-8	CC1CC1C(=O)Nc1ccc(S(=O)(=O)N2CCCCC2)cc1 (configuration not stated)	0.4	-3	1	2	0	-10
4	3	7	Cc1nn(C)cc1/C=N/NC(=O)C1(O)c2ccccc2-c2ccccc21	0.8	-13	-4	-1	-2	3
1	5	14	Cc1ccnc(N2C(=O)c3cccc4c([N+](=O)[O-])ccc(c34)C2=O)c1	16	15	3	-2	-5	4
2	-8	1	CCN(CC)CCCn1c2c(c(SCC(=O)Nc3nc4ccccc4s3)nc1=O)CCC2	0.8	-16	3	1	-2	-19
4	2	-2	CC1(C(=O)NCCC#N)CCN1C(=O)c1ccccc1CCc1ccccc1 (configuration not stated)	x	x	6	-2	4	-11
1	-4	-3	COC(=O)C1=C(C)OC(N)=C(C#N)C1c1cc(OC)c(OCC(N)=O)cc1Cl (configuration not stated)	0.3	19	-3	3	-4	-7
2	-2	-9	O=C(CNS(=O)(=O)c1ccccc1)N/N=C/c1ccccc1[N+](=O)[O-]	-0.5	8	-1	-2	0	-15
1	-2	5	COc1ccccc1N(C(=O)c1ccco1)C(C(=O)NC1CCCC1)c1ccc(N2CCOCC2)cc1 (configuration not stated)	-0.3	-26	11	7	1	-4
15	7	15	Cc1cc(Nc2cccc(Cl)c2)nc(NCc2ccccc2)n1	1.6	-40	-1	-8	-9	18
0	2	3	CC(=O)Oc1c(C(=O)c2nnc(C)o2)c(=O)n(C)c2ccccc12	0.2	-9	6	1	7	2
1	-4	4	O=C(CNC(=O)c1cccs1)NCC(=O)OCc1ccccc1Br	-1.8	3	-6	4	-1	6
1	-4	37*	CN(C)CCNc1nc(-c2ccccc2CO)c2sccc2n1	x	x	-29	-20	-10	21
0	3	7	CCc1cccc(CC)c1-n1c(SCC(=O)N2CCc3ccccc32)nc(O)cc1=O	-0.2	-3	6	0	2	-7
2	1	-1	CN(C(=O)c1cccc(NC(=O)Cc2ccc(NC(=O)C3CCCN(C(=O)c4ccccc4)C3)cc2)c1)C1CCCCC1 (configuration not stated)	-0.9	-18	1	-1	-4	-15
0	0	-5	Cc1cc(C)cc(-c2nnc(SCC(=O)NC3CC3)o2)c1	-0.2	10	7	10	13	-2

Two entries from above, set out differently:
molecule,M4 ag,CHRM5 agonist,M5 antag,CRFR2-BP ag,CRFR2-BP antag,M1 PAM,CHRM5 PAM,CHRM4 PAM,M4 antag
Cc1cc(C)c(-c2noc(C(=O)OC(C)(C)C)c2C(=O)OC(C)(C)C)c(C)c1,1,-2,-8,-0.8,-11,3,0,9,-7
O=C(NS(=O)(=O)Oc1cccc(Cl)c1Cl)OC[C@@H]1CCCN2CCCCC12 (some centres not stated),3,-3,2,-0.2,-7,10,-1,1,-1

Next compounds:
M4 ag	CHRM5 agonist	M5 antag	structure	CRFR2-BP ag	CRFR2-BP antag	M1 PAM	CHRM5 PAM	CHRM4 PAM	M4 antag
-1	-2	2	CCOc1cc(C(=O)N2CCCC2)cc(OCC)c1OCC	-0.6	12	-1	-4	4	5
2	-6	-6	OC(c1ccccc1)(C1CCCCC1)C(CN1CCOCC1)c1ccccc1 (configuration not stated)	3.2	-24	17	3	5	-14
1	-6	-3	O=C(c1ccc(F)cc1)N1C2CCC1CC(O)(c1ccccc1F)C2 (configuration not stated)	0.2	-4	3	-4	1	-11
1	2	8	N#Cc1ccc(C(=O)NNC(=O)c2cccc(S(=O)(=O)N3CCOCC3)c2)cc1	0.6	4	6	-4	6	-2
2	-2	-2	COCCn1c(SCC(=O)Nc2cccc(F)c2)nc2c([nH]c3ccccc32)c1=O	0.0	8	8	-1	4	-10
2	2	2	O=C(Cn1ncc2c1-c1ccccc1OC2)Nc1nc2ccccc2s1	-0.4	-22	1	-5	-9	4
1	-1	2	O=Cc1c(-c2ccccc2)cc2oc3ccccc3cc1-2	-0.6	5	1	-1	-7	2
5	-2	3	CCc1ccc(NC(=O)Nc2ccsc2C(=O)OC)cc1	-0.6	-2	-3	-6	-4	2
1	0	-6	O=C(Nc1ccccc1)O/N=C(\c1ccccc1)c1ccccn1	-0.1	-33	4	-5	4	-3
2	0	1	CCn1c(SCC(=O)Nc2ccc(C(C)=O)cc2)nc2nc3c(cc2c1=O)CCCC3	1.2	26	3	-2	10	-13
1	2	-5	CN1CCC(NC(=O)NC2CCCCC2)CC1	-0.8	16	3	9	-16	-1
1	4	-4	COc1ccc(N2C(=S)NC3c4cc(Cl)ccc4OC2(C)C3C(=O)N(C)C)cc1 (configuration not stated)	-1.6	-19	9	12	7	-6
2	-2	-6	CCC(=O)N1CCN(c2ccc(Cl)cc2NC(=S)NC(=O)c2ccco2)CC1	-0.2	7	4	0	-6	0
2	0	13	CCC(=O)Nc1ccc(NC(=S)NC(=O)c2cc3ccccc3o2)cc1	3.5	8	7	-6	7	1
2	6	31*	CCCCn1nnnc1NCc1cccnc1	0.8	-5	6	-2	11	-6
0	-6	-1	COc1ccccc1NC(=O)CCSc1nnnn1C	121*	-144	12	12	1	1
0	-1	17	Nc1nc(=O)n(C2CCCCO2)cc1Br (configuration not stated)	-0.4	-8	7	0	6	-4
3	-3	-5	CCCCCCNC(=O)CCCCCNS(=O)(=O)c1ccc(Br)cc1	-1.1	1	6	2	8	-16
1	-2	-4	O=[N+]([O-])CC(=Nc1ccc(Cl)cc1)N/N=C\c1oc(O)c2ccccc12	-0.4	3	7	7	4	-2
2	1	3	CCc1ccc2c(c1)C(=O)C(=O)N2CCS(=O)(=O)c1ccccc1	-0.8	7	3	8	5	-5
2	-1	6	CCn1cc(CN2CCCC(C(=O)Nc3cccc(-n4cccn4)c3)C2)cn1 (configuration not stated)	-1.9	45	-1	-1	-2	4
0	2	6	O=C1C2C3C=CC(C2C(=O)N1c1ccccc1O)C1C2C(=O)N(c4ccccc4O)C(=O)C2C31 (configuration not stated)	4.3	-4	5	0	-3	11

Given as tab-separated lines: entries from further up.
structure	M4 ag	CHRM5 agonist	M5 antag	CRFR2-BP ag	CRFR2-BP antag	M1 PAM	CHRM5 PAM	CHRM4 PAM	M4 antag
Cn1c(=O)c2cc(NC(=S)NCc3ccccc3F)ccc2n1Cc1ccc(F)cc1	12	3	9	x	x	-9	-5	-3	-8
COc1ccccc1N(C(=O)c1ccco1)C(C(=O)NC1CCCC1)c1ccc(N2CCOCC2)cc1 (configuration not stated)	1	-2	5	-0.3	-26	11	7	1	-4
CCN(CC)CCCn1c2c(c(SCC(=O)Nc3nc4ccccc4s3)nc1=O)CCC2	2	-8	1	0.8	-16	3	1	-2	-19
N#Cc1ccc(C(=O)NNC(=O)c2cccc(S(=O)(=O)N3CCOCC3)c2)cc1	1	2	8	0.6	4	6	-4	6	-2

Another view of some results above:
SMILES: CCc1ccc2c(c1)C(=O)C(=O)N2CCS(=O)(=O)c1ccccc1
- M4 ag: 2
- CHRM5 agonist: 1
- M5 antag: 3
- CRFR2-BP ag: -0.8
- CRFR2-BP antag: 7
- M1 PAM: 3
- CHRM5 PAM: 8
- CHRM4 PAM: 5
- M4 antag: -5

SMILES: O=C(Nc1ccccc1)O/N=C(\c1ccccc1)c1ccccn1
- M4 ag: 1
- CHRM5 agonist: 0
- M5 antag: -6
- CRFR2-BP ag: -0.1
- CRFR2-BP antag: -33
- M1 PAM: 4
- CHRM5 PAM: -5
- CHRM4 PAM: 4
- M4 antag: -3

SMILES: CCC(=O)N1CCN(c2ccc(Cl)cc2NC(=S)NC(=O)c2ccco2)CC1
- M4 ag: 2
- CHRM5 agonist: -2
- M5 antag: -6
- CRFR2-BP ag: -0.2
- CRFR2-BP antag: 7
- M1 PAM: 4
- CHRM5 PAM: 0
- CHRM4 PAM: -6
- M4 antag: 0

SMILES: O=C(Cn1ncc2c1-c1ccccc1OC2)Nc1nc2ccccc2s1
- M4 ag: 2
- CHRM5 agonist: 2
- M5 antag: 2
- CRFR2-BP ag: -0.4
- CRFR2-BP antag: -22
- M1 PAM: 1
- CHRM5 PAM: -5
- CHRM4 PAM: -9
- M4 antag: 4

High-throughput results deposited in PubChem BioAssay by several laboratories.
